# S100A4 MyoIIA – inhibitors of human S100A4 binding to myosin IIA peptide; AID 652163; P26447; S100A4/TAMRA-MyoIIA peptide fluorescence polarization; 0.14% of 360,000 active; inhibition, % at 10.7 µM;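 active = mean inhibition of at least 70% across replicates, with every replicate also reaching that level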
# Target sequence (P26447 whole entry, looked up): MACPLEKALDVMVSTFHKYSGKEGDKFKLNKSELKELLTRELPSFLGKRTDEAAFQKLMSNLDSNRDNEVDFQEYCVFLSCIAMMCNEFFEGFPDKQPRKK
#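 assay system = human S100A4 monomer with TAMRA-labelled myosin IIA peptide | also added = labelled myosin peptide probe, 5 nM | incubation = 5 min between mix addition and reading | control set = DMSO and TFP controls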
# RAD54 inh – blocks human RAD54 Holliday junction branch migration; AID 602329; 0.14% of 360,000 active; FAM/BHQ fluorescence; Q92698; inhibition, % at 10.4 µM;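 active = mean normalized replicate activity at least 40 and at least half of replicates scoring 40 or more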;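 also: 0% = median of neutral control wells and 100% = median of positive control wells; inhibitors cause a drop in the FAM fluorescence signal; in these data hits start at about 50%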
# E-sel inducer – induces E-selectin expression in human endothelial cells; P16581; HUVEC E-selectin immunofluorescence imaging; normalized: neutral wells 0, TNF-alpha wells 100; activation, % at 7.58 µM; 0.37% of 260,000 active;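 active = mean E-selectin-positive cell signal at least 10% of the positive control, reached in at least 60% of replicates, without over 20% cell loss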;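 also: in these data hits start at about 27%; measured in HUVEC primary endothelial cells; signal is the percent of cells scored E-selectin positive by PE staining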
# Target sequence (P16581 whole entry, looked up): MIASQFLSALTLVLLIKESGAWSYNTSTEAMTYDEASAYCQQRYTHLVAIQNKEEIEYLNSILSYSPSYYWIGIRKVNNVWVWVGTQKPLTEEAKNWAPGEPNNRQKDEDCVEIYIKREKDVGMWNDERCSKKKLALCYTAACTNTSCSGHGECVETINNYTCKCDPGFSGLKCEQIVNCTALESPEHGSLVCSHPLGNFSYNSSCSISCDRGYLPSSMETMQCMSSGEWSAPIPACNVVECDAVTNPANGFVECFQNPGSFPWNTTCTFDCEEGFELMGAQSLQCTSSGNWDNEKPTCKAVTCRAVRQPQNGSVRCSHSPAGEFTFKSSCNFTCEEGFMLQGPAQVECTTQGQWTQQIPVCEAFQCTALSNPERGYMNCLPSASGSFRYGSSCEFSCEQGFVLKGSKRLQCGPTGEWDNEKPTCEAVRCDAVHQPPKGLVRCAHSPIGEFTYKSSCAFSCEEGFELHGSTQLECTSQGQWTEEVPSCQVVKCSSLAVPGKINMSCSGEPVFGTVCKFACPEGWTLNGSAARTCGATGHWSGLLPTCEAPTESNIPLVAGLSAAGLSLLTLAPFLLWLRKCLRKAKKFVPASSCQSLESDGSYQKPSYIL
#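 Read-out: % PE-positive cells | Test system: HUVEC | Doses: One compound dose added by pin transfer | Buffer or medium: EGM-2 over gelatin coat | Signal: Immunofluorescence imaging | Benchmarks: TNF-alpha, DMSO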
# esBAF inh – blocks esBAF chromatin remodeling in mouse ES cells | Bmi1-luciferase knock-in reporter, 24 h; 100% = twice the neutral-well signal | reporter increase, % at 12.5 µM | 2% of 350,000 active; in the data active = activation above about 40%;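 also: 0% = median of the plate's neutral control wells and 100% = double that signal; a rise in the Bmi1 reporter signal indicates esBAF inhibition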
# * hit, by the source's call; nt = no result given; & = joins results of further samples; ! = not confirmed by another sample. The list is partial (hit frequency here may not be typical).
# Under each structure – S100A4 MyoIIA	RAD54 inh	E-sel inducer	esBAF inh
- CC(=O)N(CCC(Cc1ccccc1)c1ccc2c(c1)OCO2)Cc1ccc(Cl)cc1 (centres undefined)
    -10	9	nt	7
- COc1ccc2c(c1O)Cc1ccccc1C2=O
    -3	-5	nt	19
- CCOCc1cc(C)[nH]c(=O)c1C#N
    -2	2	nt	-5
- NS(=O)(=O)c1ccc(CCNC(=O)C2CCCN2C(=O)OCc2ccccc2)cc1 (centres undefined)
    -7	7&-14	nt	-1&16
- O=CNC1CCCc2c1[nH]c1ccc(Cl)cc21 (centres undefined)
    1	-8	nt	1
- COc1ccc(O)c(N)c1
    38	-13	nt	-3
- O=C1NCC2=C1C(c1ccccc1)Nc1ccccc1N2 (centres undefined)
    19	-1	nt	19
- COC(=O)c1ccc(CC(=O)c2ccc(O)cc2O)o1
    -1	-3	nt	4
- COc1ccc(-c2cc(=O)oc3cc(OC(C)C(=O)O)ccc23)cc1 (centres undefined)
    13	-2	nt	0
- CCc1cc(=O)oc2cc(OCc3nn[nH]n3)ccc12
    5	4	nt	-6

# Retrieved one by one from the entries so far:
# Under each structure – S100A4 MyoIIA	RAD54 inh	E-sel inducer	esBAF inh
- CCc1cc(=O)oc2cc(OCc3nn[nH]n3)ccc12
    5	4	nt	-6
- COc1ccc(-c2cc(=O)oc3cc(OC(C)C(=O)O)ccc23)cc1 (centres undefined)
    13	-2	nt	0
- O=C1NCC2=C1C(c1ccccc1)Nc1ccccc1N2 (centres undefined)
    19	-1	nt	19

# 4 entries already listed, sorted by SMILES length, highest first.
# Under each structure – S100A4 MyoIIA	RAD54 inh	E-sel inducer	esBAF inh
- NS(=O)(=O)c1ccc(CCNC(=O)C2CCCN2C(=O)OCc2ccccc2)cc1 (centres undefined)
    -7	7&-14	nt	-1&16
- COC(=O)c1ccc(CC(=O)c2ccc(O)cc2O)o1
    -1	-3	nt	4
- O=C1NCC2=C1C(c1ccccc1)Nc1ccccc1N2 (centres undefined)
    19	-1	nt	19
- COc1ccc(O)c(N)c1
    38	-13	nt	-3

# (cont.)
# Under each structure – S100A4 MyoIIA	RAD54 inh	E-sel inducer	esBAF inh
- Cn1c(=O)c(C(=O)NCCO)c(O)c2ccccc21
    -2	9	nt	28
- CCn1cc(C(=O)O)c(=O)c2cc(F)c(N3CCNCC3)cc21
    31	32	nt	-3
- CC(=O)NC(CC(C)C)C(=O)NC(Cc1ccccc1)C(N)=O (centres undefined)
    0	0	nt	3
- Cc1ccc2c(c1)c(=O)c1c3n2CCN(C(=O)CCl)C3CC1 (centres undefined)
    6	-2	nt	-6
- Oc1ccc(COCc2ccccc2)c2cccnc12
    5	-10&3	nt	60*
- O=C(COc1ccc(F)cc1)OCCN1CCOCC1
    17	2	nt	-10
- O=C(c1ccccc1)N1CCN(C(=O)c2ccccc2)CC1
    -17	-5	nt	0
- COc1ccc(C2=C(CN(C)C)C(c3ccccc3)c3ccccc3O2)cc1 (centres undefined)
    6	-4	nt	71*
- CCOCC(=O)Nc1nc2ccccc2s1
    16	8	nt	31
- Cn1nc(-c2ccc(Cl)cc2)nc2c(=O)n(C)c(=O)nc1-2
    -38	58*	nt	-66

# Under each structure – S100A4 MyoIIA	RAD54 inh	E-sel inducer	esBAF inh
- Cc1csc(CCc2nc(C)cs2)n1
    7	18	nt	-7
- CC1(C)CC(=O)c2cnc(NC(=O)C3CCCC3)nc2C1
    2	-7	nt	3
- OC12CCCCC1C(c1ccc3c(c1)OCO3)N(Cc1cccc(F)c1)CC2 (centres undefined)
    4	-7	nt	2&-4
- Cc1ccc2c(c1)OC(=O)CC2c1ccccc1 (centres undefined)
    15	-3	nt	3
- COc1ccc(NC(=O)C2OC3OC(C)(C)OC3C3OC(C)(C)OC23)cc1 (centres undefined)
    19	-1	nt	-1
- CCCCC[C@H](O)/C=C/[C@@H]1[C@@H](C/C=C\CCCC(=O)OC)[C@@H](O)C[C@H]1O
    2	-7	nt	-2
- COc1ccc(C(=O)Nc2ccccc2C(=O)NCCCn2ccnc2)cc1
    4	14&-13	nt	1&12
- Cc1nc2ccccc2c(=O)n1N
    3	8	nt	-1
- NC[C@H]1O[C@H](O[C@H]2[C@H](O)[C@@H](O[C@H]3O[C@H](CO)[C@@H](O)[C@H](N)[C@H]3O)[C@H](N)C[C@@H]2N)[C@H](N)C[C@@H]1O
    -7	6	nt	-2
- COC(=O)c1cc(OC)c(OC)cc1NC(=O)Nc1ccc(OC)cc1OC
    -10	4	nt	-20

# Under each structure – S100A4 MyoIIA	RAD54 inh	E-sel inducer	esBAF inh
- O=C(O)CCCCCN1C(=O)C(=O)/C(=C(/O)c2ccccc2)C1c1ccccc1 (centres undefined)
    -1	-3	nt	5
- Cc1cccc(NC(=O)c2cc3ccccc3o2)c1
    -44	6	nt	63*
- C=C(C)c1nc2cc(OC)c(OC)cc2c(=O)o1
    -6	-18	nt	-14
- CC(C)=CC/C=C1\CCC(C(=O)O)C(C(=O)O)C1 (centres undefined)
    -2	-22	nt	3
- O=C(NCCN1CCN(c2ccccc2)CC1)c1cccc(Br)c1
    -10	10	nt	-16
- O[C@@H](CNC[C@H](O)c1ccccc1)c1ccccc1
    -18	2	nt	8
- Cc1ccc(C(=O)N2CC3(C(C)C)CN(C(=O)c4ccc(C)cc4)CC(C(C)C)(C2)C3=O)cc1
    -12	-8&-3	nt	9
- COc1cc(C(=S)N(C)C)ccc1O
    -11	3	nt	-12
- COc1ccc2c(c1)[nH]c1c(=O)n(Cc3ccccn3)cnc12
    -10	9	nt	9
- COc1ccc(-c2noc(-c3ccccc3-c3ccccc3)n2)cc1
    0	-1	nt	-4

# Under each structure – S100A4 MyoIIA	RAD54 inh	E-sel inducer	esBAF inh
- Cc1coc2c1c(C)cc1oc(=O)c(Cc3ccccc3)c(C)c12
    7	2	nt	6
- CCOC(=O)/C=C1\NC(C)(C)Cc2cc(OC)c(OC)cc21
    -8	7	nt	-5
- CCOC(=O)c1cc2c(nc1N)CC(C)(CC)OC2 (centres undefined)
    1	6	nt	34
- CC12CN3CC(C)(CN(C1)C3c1ccc(Br)cc1O)C2 (centres undefined)
    -24	2	nt	6
- O=C(OCC(O)C(O)COC(=O)c1ccccc1)c1ccccc1 (centres undefined)
    -12	-4	nt	-4
- COc1ccc2c(c1)C(=O)CC(c1ccccc1F)O2 (centres undefined)
    2	2	nt	24
- CC(C)(C)C(=O)N1CCCC1C(=O)O (centres undefined)
    12	6	nt	-4
- COc1cc(C2Nc3ccccc3C(=O)N2c2ccccc2)ccc1O (centres undefined)
    5	-29	nt	19
- CO[C@@H]1O[C@@H]2COC(c3ccccc3)O[C@@H]2[C@@H](OC)[C@@H]1O (some centres undefined)
    13	-6	nt	-8
- COc1ccc(CCN2CNc3c(c(=O)n(C)c(=O)n3C)C2)cc1OC
    -7	10	nt	-10

# Under each structure – S100A4 MyoIIA	RAD54 inh	E-sel inducer	esBAF inh
- COCc1cc(=O)[nH]c(/N=C(\N)Nc2ccc(Oc3ccccc3)cc2)n1
    11	-10&-21	nt	4&5
- O=C(O)CCCN1C(=O)NC2NC(=O)NC21 (centres undefined)
    11	-2	nt	-7
- CCc1nc2ccccc2n1Cc1ccc(OC)c(OC)c1
    14	3	nt	0
- CCOCCn1c(C(C)O)nc2ccccc21 (centres undefined)
    -4	-19	nt	-9
- CC(=O)c1cccc2c(O)c(C3=Nc4ccccc4C3=O)[nH]c12
    -12	-5	nt	13
- COc1cc2c(cc1OC)-c1cc(NC3CCCCCC3)nc(=O)n1CC2
    10	13	nt	0
- CN1/C(=C\C=Nc2ccccc2)C(C)(C)c2ccccc21
    -48	12	nt	-46
- CN(C)CCCNc1ncnc2c1cnn2-c1ccccc1
    4	2	nt	5
- COc1cc(CNc2ccc(C)c(C)c2)cc(OC)c1OC
    -12	3	nt	20
- CCOc1ccc(CCn2c(-c3ccco3)nc3ccccc3c2=O)cc1OCC
    0	10	nt	4

# Under each structure – S100A4 MyoIIA	RAD54 inh	E-sel inducer	esBAF inh
- COc1ccc2oc(C)c(C(N)=O)c2c1
    2	-3	nt	0
- CCSc1nc(O)c(C2OC(=O)c3c2ccc(OC)c3OC)c(=O)n1CC (centres undefined)
    -10	4	nt	-8
- COC(=O)c1ccc(=O)n(Cc2ccco2)c1
    -10	-4	nt	5
- O=c1nc2n(c3c1oc1ccccc13)Cc1ccccc1-2
    -10	10	nt	17
- CC1(C)CC(c2csc(N)n2)CCO1 (centres undefined)
    0	-13	nt	-2
- COc1ccc(CCN=CC2=C(O)CC(C)(C)CC2=O)cc1
    19	0	nt	3
- CS(=O)(=O)c1cccc(C(=O)Oc2ccccc2)c1
    10	1	nt	-6
- CC(=O)C1=C(O)C(=O)N(CC(=O)O)C1c1ccccc1Cl (centres undefined)
    -9	-2	nt	-5
- COc1ccc(NC(=O)C2C(=O)N(CCO)C3(C)CC2c2ccccc2O3)cc1 (centres undefined)
    8	-10&-24	nt	26*!
- Clc1ccc2c(c1)CCc1cccnc1C2=C1CCNCC1
    -7	3	nt	-6

# Under each structure – S100A4 MyoIIA	RAD54 inh	E-sel inducer	esBAF inh
- Cc1oc2c(CN3CCCC3)c(O)ccc2c(=O)c1-c1ccc(Cl)cc1
    7	1&-1	nt	8&4
- COc1ccc(OC)c(-c2oc3ccccc3c(=O)c2O)c1
    26	10	nt	15
- CC1(C)CC(CC(=O)O)(c2ccc(Cl)cc2)CCO1 (centres undefined)
    4	5	nt	-1
- COc1ccc(CN2CCCCC2C(=O)Nc2ccc(OC)c(OCC(C)C)c2)cc1OC (centres undefined)
    35	-5&5	nt	-7&1
- CC1(C(=O)O)CCC(C(=O)NC2CCCCCC2)C1(C)C (centres undefined)
    -14	-10	nt	1
- COc1ccccc1N1C(=O)C2CC(C)=C(C)CC2C1=O (centres undefined)
    9	-3	nt	0
- CC12CCC(C(=O)NCc3ccc4c(c3)OCO4)(CC1=O)C2(C)C (centres undefined)
    -1	7	nt	-3
- COc1ccc(-c2nc(C)c(C(C)=O)n2O)cc1OC
    1	5	nt	3
- CC12CCC(C(=O)N3CCc4ccccc43)(CC1=O)C2(C)C (centres undefined)
    -3	16	nt	-6
- O=C(O)CCCCCNC(=O)Nc1ccc2c(c1)OCCO2
    -8	5	nt	11

# Under each structure – S100A4 MyoIIA	RAD54 inh	E-sel inducer	esBAF inh
- Cc1ccsc1C1NC(=O)c2ccccc2N1 (centres undefined)
    18	8	nt	22
- O=C(O)CSCc1nc2ccccc2s1
    nt	4	0.0	18
- Cc1cccc(NC(=O)c2ccccc2OCC(=O)c2ccccc2)c1
    nt	5	-2.5	12
- CC(=O)NCCn1c(SCC(=O)NCCC(C)C)nc2ccccc2c1=O
    nt	-2	1.8	-8
- O=S(=O)(Nc1ccc(N2CCOCC2)cc1)c1ccc(Cl)s1
    nt	1	-1.4	-8
- Cc1ccc(C(=O)ON=C2CCN(S(=O)(=O)c3ccccc3)CC2)cc1
    nt	21	0.3	-11
- CCCCCSc1nc(N2CCOCC2)c2c(c1C#N)CC(C)(C)OC2
    nt	-16	1.6	2
- COc1ccc2oc(-c3ccccc3)c(C(N)=O)c2c1
    nt	-38	-1.4	7
- CN(c1cccc(NS(=O)(=O)c2cccs2)c1)S(C)(=O)=O
    nt	9	0.3	9
- CC1(C)N=C(SCC(=O)Nc2ccc(Cl)cc2)C(c2ccccc2)=N1
    nt	20	-1.6	4

# Under each structure – S100A4 MyoIIA	RAD54 inh	E-sel inducer	esBAF inh
- C=C(C)Cn1c(=S)[nH]c2ccccc2c1=O
    nt	7	-0.1	1
- O=C(c1ccc(C(=O)N2CCCc3ccccc32)s1)N1CCCc2ccccc21
    nt	3	-0.2	-9
- O=C1c2[nH]nc(-c3ccccc3O)c2C(c2ccc(F)cc2)N1CC1CCCO1 (centres undefined)
    nt	1	-0.3	-7
- CCOC(=O)N1CCC(NC(=O)c2ccc(NC(=O)C3CCCO3)cc2)CC1 (centres undefined)
    nt	3	-1.9	-7
- COc1cccc(C(=O)Nc2ccc(NC(C)=O)cc2)c1
    nt	6	0.3	19
- COc1ccc(Cn2c(=O)[nH]c3cc(C(=O)NCc4ccc5c(c4)OCO5)ccc3c2=O)cc1
    nt	-4	0.2	-4
- CC(C)=C1SC(N2CCN(c3cccc(C(F)(F)F)c3)CC2)=NC1=O
    nt	7	-0.3	2
- COc1ccc(-c2n[nH]c(C)c2-c2cnn(-c3ccccc3)c2)c(O)c1C
    nt	-14	-0.7	-10
- Cc1noc(C)c1COC(=O)c1ccc2c(c1)S(=O)(=O)c1ccccc1C2=O
    nt	7	-0.9	11
- Cc1cc(NC(=O)CCC(=O)N(CC2CCCO2)C(C(=O)NC2CCCC2)c2cccnc2)no1 (centres undefined)
    nt	-3	0.2	-5
- COc1ccc(C2C(C(=O)Nc3cc(C)on3)c3ccccc3C(=O)N2C)cc1 (centres undefined)
    nt	-4	0.0	0
- O=C(COC(=O)c1ccccc1Oc1ccccc1)NCc1ccco1
    nt	4	-1.7	-4
- CCCC(=O)Nc1ccc2c(c1)nc1n2CCSC1
    nt	2	-0.9	8
